hIAP block: blocks human intestinal alkaline phosphatase | P09923 | purified IAP, CDP-Star luminescence, 30 min | inhibition, % at 10 µM | 330,000 compounds, 0.12% hits | AID 2544;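 active = inhibition reaching a set limit with compound at 10 µM in the primary screen, cut at about 35% in these data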;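 also: plate controls were DMSO wells with enzyme for no effect and no-enzyme buffer wells for full effect; values of inactives mirror those of a sister screen read the other way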
beta cell repl: MIN6 beta-cell proliferation induction; 330,000 compounds, 0.29% hits; proliferation, % at 10 µM; MIN6 cells proliferation, ATPlite luminescence, 48 h; cells starved in 0.2% serum; 100% = growth in 10% serum;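 active = compounds whose signal lies at least 3.5 SD above the mean of all wells on their plate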;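 also: 0% = DMSO-treated cells in low-serum medium and 100% = 10% serum control; some compounds called inactive have numbers as strong as hits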
APOBEC3A inh: blocks human APOBEC3A ssDNA deamination | P31941 | recombinant A3A, FAM/TAMRA ssDNA deamination fluorescence | inhibition, % at 20 µM | 330,000 compounds, 0.41% hits | AID 493011;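 active = at least 40% inhibition at 20 µM here, with at most 30% in a related deaminase screen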;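 also: plate controls were A3A with DMSO for no effect and wells lacking A3A enzyme for full effect; some results filed as inactive read as strong as hits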
Target sequence (P31941 whole entry, looked up): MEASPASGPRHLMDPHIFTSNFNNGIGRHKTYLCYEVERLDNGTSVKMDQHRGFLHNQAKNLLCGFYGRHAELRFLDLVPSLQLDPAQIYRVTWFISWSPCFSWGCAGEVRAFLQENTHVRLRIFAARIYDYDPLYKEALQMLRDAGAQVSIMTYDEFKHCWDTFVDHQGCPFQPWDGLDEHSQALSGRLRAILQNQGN
mIAP block: blocks mouse intestinal alkaline phosphatase; purified mouse IAP, CDP-Star luminescence, 30 min; inhibition, % at 10 µM; 330,000 compounds, 0.2% hits; AID 2806;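 active = inhibition of at least 40% at 10 µM in the primary screen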;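 also: plate controls were DMSO with enzyme for no effect and no enzyme wells for full effect; values of inactives mirror those of a sister screen read the other way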
mIAP act: increases mouse intestinal alkaline phosphatase activity; muIAP, CDP-Star luminescence, 30 min; active compounds read high; 1 = vehicle-only enzyme signal, 0 = enzyme-free wells; activation factor at 10 µM; 330,000 compounds, 0.24% hits;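 active = activation factor of at least 2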; also: the source names both 10 and 20 µM as test concentration; values of inactives mirror those of a sister screen read the other way
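Assay system: mouse IAP enzyme; Reagent: CDP-Star chemiluminescent phosphatase substrate; Compound: DMSO-dissolved test compounds; Incubation: 30 min, room temperature; Technique: luminescence from enzymatic CDP-Star hydrolysis; Controls: DMSO-only wells and no-enzyme negative control.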
APOBEC3G inh: APOBEC3G (human) deaminase inhibition. Q9HC16. recombinant A3G, ssDNA deamination FAM/TAMRA fluorescence. inhibition, % at 20 µM. 330,000 compounds, 0.28% hits. AID 493012;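 active = inhibition of at least 40% at 20 µM, with no more than 30% in the related APOBEC3A deaminase screen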;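 also: plate controls were DMSO wells with A3G for no effect and wells lacking A3G enzyme for full effect; some compounds called inactive have numbers as strong as hits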
Target sequence (Q9HC16 whole entry, looked up): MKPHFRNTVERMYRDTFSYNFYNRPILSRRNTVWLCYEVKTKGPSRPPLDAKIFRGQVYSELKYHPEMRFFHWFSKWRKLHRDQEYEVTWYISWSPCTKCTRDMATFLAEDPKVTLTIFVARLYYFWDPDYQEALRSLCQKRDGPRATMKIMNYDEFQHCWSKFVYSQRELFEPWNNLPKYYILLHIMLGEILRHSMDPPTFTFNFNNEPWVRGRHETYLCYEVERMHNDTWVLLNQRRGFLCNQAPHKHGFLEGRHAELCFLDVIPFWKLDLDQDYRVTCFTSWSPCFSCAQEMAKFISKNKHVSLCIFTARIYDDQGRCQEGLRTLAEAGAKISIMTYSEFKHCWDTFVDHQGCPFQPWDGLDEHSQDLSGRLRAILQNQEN
hIAP act: human IAP activation; P09923; purified human IAP, CDP-Star luminescence, 30 min; active compounds read high; 1 = vehicle-only enzyme, 0 = enzyme-free background; activation factor at 10 µM; 330,000 compounds, 0.16% hits;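 active = activation factor of the enzyme at least 2-fold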; also: the source names both 10 and 20 µM as test concentration; values of inactives mirror those of a sister screen read the other way
MPTP block: blocks calcium-induced mitochondrial swelling | inhibition, % at 10 µM | 360,000 compounds, 1.4% hits | isolated mouse mitochondria, Ca2+ swelling absorbance, 30 min;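 active = inhibition of 50% or more, scaled per plate between neutral and stimulator controls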;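 also: 0% = DMSO wells given calcium and 100% = 1 mM EGTA wells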
ATG4B inh: inhibitors of human ATG4B cysteine protease; Q9Y4P1; ATG4B cleavage of LC3-PLA2, NBD-HPC fluorescence, 1 h; inhibition, % at 8.33 µM; 340,000 compounds, 0.51% hits; AID 504462; in the data active = inhibition above about 40%
Target sequence (Q9Y4P1 whole entry, looked up): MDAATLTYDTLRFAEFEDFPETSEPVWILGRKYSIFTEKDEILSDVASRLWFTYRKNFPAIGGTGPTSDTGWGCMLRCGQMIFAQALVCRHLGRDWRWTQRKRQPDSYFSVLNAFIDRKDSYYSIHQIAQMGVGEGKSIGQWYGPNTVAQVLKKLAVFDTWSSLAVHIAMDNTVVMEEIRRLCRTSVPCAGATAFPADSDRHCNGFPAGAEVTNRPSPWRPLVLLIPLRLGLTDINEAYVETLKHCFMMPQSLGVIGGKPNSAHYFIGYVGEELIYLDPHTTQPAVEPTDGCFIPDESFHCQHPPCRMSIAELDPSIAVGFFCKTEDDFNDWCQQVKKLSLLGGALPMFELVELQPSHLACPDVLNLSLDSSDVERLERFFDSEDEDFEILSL
An asterisk follows results filed as active; nt = no result given. Compounds were not picked by outcome. Share with any hit: about 3.3%.

(1) COCC(C)n1c(C)cc(C(=O)COC(=O)CNC(=O)c2ccccc2)c1C (configuration not stated)
(2) CCCCOc1ccccc1NC(=O)c1ccco1
(3) O=C(Oc1ccc2c(c1)OCO2)c1ccc(F)cc1Cl
(4) CCn1cnc2scc(-c3ccc(C)c(C)c3)c2c1=O
(5) COc1ccc(C(=O)C2CCN(CC(=O)Nc3ccccc3F)CC2)cc1
(6) Cc1ccc(NC(=O)C2CCN(C(=O)N3CCOc4ccccc43)CC2)cc1
(7) CCOC(=O)C1CCN(S(=O)(=O)c2c(C(=O)N3CCCCC3)c(C)n(C)c2C)CC1
(8) COc1ccc(CCNC(=O)c2nonc2N)cc1OC
assay / entry	1	2	3	4	5	6	7	8
hIAP block	-8	1	-7	2	4	5	11	-9
hIAP act	1.1	0.99	1.1	0.98	0.96	0.95	0.89	1.1
mIAP act	0.93	0.99	0.93	0.97	0.96	1.1	0.93	0.92
MPTP block	0.9	4.5	0.4	1.1	-0.7	-0.3	-0.7	-2.2
ATG4B inh	-13	6	-3	-12	-2	-3	0	5
APOBEC3G inh	-7	-4	5	-4	-5	-7	-6	0
mIAP block	7	1	7	3	4	-7	7	8
beta cell repl	-3	1	-2	4	0	-4	1	1
APOBEC3A inh	-5	-2	4	-6	-4	-4	-6	2

(9) CN(C)S(=O)(=O)Oc1ccsc1C(=O)Nc1ccc(Cl)c(Cl)c1
(10) Cc1ccc(NC(=O)c2ncn(CC(=O)NCc3ccccc3)n2)cc1C
(11) CCN(CC(=O)Nc1ccc(NC(C)=O)cc1)C(=O)c1c(C)nn(-c2ccc(F)cc2)c1Cl
(12) N#Cc1cccc(NC(=O)CSc2nnc(-c3n[nH]c4ccccc34)o2)c1
(13) CN1C[C@@H]2C(c3ccc(C(F)(F)F)cc3)C3(c4ccc(C#N)cc4)CC2(C3)[C@H]1c1ccccc1 (some centres not stated)
(14) O=C(Nc1ccccn1)C1CCN(S(=O)(=O)c2ccc3ccccc3c2)CC1
(15) CC(=O)Nc1ccc(S(=O)(=O)NCCSc2ccccn2)cc1
(16) O=C(c1cc(COc2ccc(F)cc2F)on1)N1CC2C[C@@H]3CC1C[C@H](C2)C3
assay / entry	9	10	11	12	13	14	15	16
hIAP block	4	nt	-29	-44	7	16	-16	-4
hIAP act	0.96	nt	1.3	1.4	0.93	0.84	1.2	1
mIAP act	0.96	1.1	1.1	0.9	0.94	1	1	1
MPTP block	1.1	-0.3	0.3	0.7	0.8	-1.0	-1.1	-1.3
ATG4B inh	13	-2	-3	7	0	-8	5	26
APOBEC3G inh	-3	0	2	2	-6	-2	15	-2
mIAP block	4	-5	-10	10	6	0	-2	-2
beta cell repl	-2	nt	-3	-4	-8	-1	-1	-4
APOBEC3A inh	-2	-1	11	0	-4	-1	32	-4

4 successive records from above, quoted:
(12) N#Cc1cccc(NC(=O)CSc2nnc(-c3n[nH]c4ccccc34)o2)c1
(13) CN1C[C@@H]2C(c3ccc(C(F)(F)F)cc3)C3(c4ccc(C#N)cc4)CC2(C3)[C@H]1c1ccccc1 (some centres not stated)
(14) O=C(Nc1ccccn1)C1CCN(S(=O)(=O)c2ccc3ccccc3c2)CC1
(15) CC(=O)Nc1ccc(S(=O)(=O)NCCSc2ccccn2)cc1
assay / entry	12	13	14	15
hIAP block	-44	7	16	-16
hIAP act	1.4	0.93	0.84	1.2
mIAP act	0.9	0.94	1	1
MPTP block	0.7	0.8	-1.0	-1.1
ATG4B inh	7	0	-8	5
APOBEC3G inh	2	-6	-2	15
mIAP block	10	6	0	-2
beta cell repl	-4	-8	-1	-1
APOBEC3A inh	0	-4	-1	32

Going on with the list:
(17) COC(=O)c1ccc(/C=C/C(=O)c2ccc(OC)c(OC)c2)cc1
(18) Cc1cccc2nc(CSc3nc4[nH]ncc4c(=O)n3-c3cccc(Cl)c3)cc(=O)n12
(19) Cc1nc2ccccn2c1C(=O)N/N=C/c1ccc([N+](=O)[O-])o1
(20) Cc1ccccc1CC1(CO)CCCN(Cc2c(C)nn(C)c2Cl)C1 (configuration not stated)
(21) Cc1cc(C)n(-c2cc(N3CCN(S(=O)(=O)c4ccc(Br)cc4)CC3)ccc2[N+](=O)[O-])n1
(22) CC(C)NS(=O)(=O)c1ccc(OCC(=O)NCc2ccccc2)cc1
(23) CCc1c(C)c(C#N)c2nc3ccccc3n2c1-n1nc(C)cc1C
(24) CCCn1cnc2sc(C(N)=O)c(C)c2c1=O
assay / entry	17	18	19	20	21	22	23	24
hIAP block	-28	-23	-3	-4	-11	7	-1	6
hIAP act	1.3	1.2	1	1	1.1	0.93	1	0.94
mIAP act	1.1	0.94	0.71	0.97	0.91	1.1	1	0.93
MPTP block	-2.7	-0.4	0.1	3.0	2.9	-2.0	-1.6	-1.4
ATG4B inh	-8	-16	-4	-15	-3	-5	-7	-12
APOBEC3G inh	-4	0	11	0	-6	-8	-1	-3
mIAP block	-8	6	29	3	9	-6	-1	7
beta cell repl	-8	-2	-7	2	0	-2	2	-1
APOBEC3A inh	-5	3	24	2	-3	0	1	-3

(25) CC(=O)C1=C(O)C(=O)N(C)C1c1ccccc1F (configuration not stated)
(26) COc1ccc(C2C(C(=O)N3CCCC3)c3cc(OC)c(OC)cc3C(=O)N2C)cc1 (configuration not stated)
(27) Fc1ccc(-c2cn(-c3ccccc3)c3[n+]2CCS3)cc1
(28) OC1CCCN(CC(O)c2ccccc2)C1 (configuration not stated)
(29) COc1ccc(CCN2C(=O)CC(NNc3ccc([N+](=O)[O-])cc3)C2=O)cc1OC (configuration not stated)
(30) CC(=O)Nc1ccc(S(=O)(=O)N2CCC3(CC2)OCCO3)cc1
(31) CCN(CC(=O)Nc1ccc(NC(C)=O)cc1)C(=O)c1c(-c2c(F)cccc2Cl)noc1C
(32) O=C(NCC(=O)N(c1cnc2ccccc2c1)C(C(=O)NC1CCCC1)c1ccncc1)c1ccco1 (configuration not stated)
assay / entry	25	26	27	28	29	30	31	32
hIAP block	-2	13	19	4	1	-1	2	5
hIAP act	1	0.87	0.81	0.96	0.99	1	0.98	0.95
mIAP act	1.1	0.98	1	0.89	0.99	0.98	1	0.84
MPTP block	0.6	-0.1	2.8	-1.5	2.5	-3.2	2.3	7.2
ATG4B inh	-8	3	3	2	-14	4	1	1
APOBEC3G inh	0	-1	-2	-4	-2	-1	5	1
mIAP block	-6	2	-2	11	1	2	-3	16
beta cell repl	-1	0	-4	-1	-1	-4	0	-3
APOBEC3A inh	1	0	4	0	1	7	20	-1

(33) CCOC(=O)c1sc2nc(C)nc(NC3CCC(O)CC3)c2c1C (configuration not stated)
(34) O=S(=O)(N/N=C1/CC(c2ccccc2)Oc2ccccc21)c1ccc(Br)cc1 (configuration not stated)
(35) Cc1nc(C(=O)O)nn1-c1ccc([N+](=O)[O-])cc1
(36) CCOC(=O)CCSc1cc(C)c2ccccc2n1
(37) COc1cn(-c2ccccc2)nc1C(=O)NCc1ccccc1
(38) CCN(CC(=O)Nc1ccc(OC)cc1)C(=O)c1cc(S(=O)(=O)N2CCOCC2)ccc1N1CCCC1
(39) CCSC1=C(C#N)C2(CCCCC2)C(C#N)C(=O)N1 (configuration not stated)
(40) CC(C)(C)c1cc(CCC(=O)N2CCCC2)cc(C(C)(C)C)c1O
assay / entry	33	34	35	36	37	38	39	40
hIAP block	2	-10	4	-4	0	-24	1	0
hIAP act	0.98	1.1	0.96	1	1	1.2	0.99	1
mIAP act	1	0.86	0.99	1.1	1	1	0.93	0.9
MPTP block	-1.8	76*	1.3	2.5	-1.2	-0.5	3.3	0.4
ATG4B inh	-8	20	-4	7	-4	-4	6	-3
APOBEC3G inh	-3	-6	-3	-6	7	-10	-1	-7
mIAP block	-2	14	1	-9	-2	-3	7	10
beta cell repl	-1	-6	-1	-1	-1	1	-2	1
APOBEC3A inh	-3	-3	-1	-5	3	1	-4	-4

(41) N#C/C(=C\c1c(N2CCC(C(N)=O)CC2)nc2ccccn2c1=O)S(=O)(=O)c1ccc(Cl)cc1
(42) O=C(Nc1ccccc1Cl)c1ccc(Cl)cc1Cl
(43) CSc1nnc(-c2cnccn2)n1Cc1ccccc1
(44) COc1ccc2c(c1)C1(Nc3ccccc3-c3nc4ccccc4n31)C(=O)N2C (configuration not stated)
(45) CC(C)CCNC(=O)C1CCN(c2nnc(-n3cccc3)s2)CC1
(46) O=C(CSCc1ccc(Br)cc1)N=Nc1c(O)[nH]c2ccccc12
(47) CCCCOc1ccc(N(CC(=O)NCC2CCCO2)C(=O)CCC(=O)Nc2cc(C)ccn2)cc1 (configuration not stated)
(48) COC(=O)[C@@H]1C[C@@]2(O)[C@H](O)[C@H](O)[C@H](O)C[C@H]2N1Cc1ccc(C(C)(C)C)cc1
assay / entry	41	42	43	44	45	46	47	48
hIAP block	3	14	7	7	0	-1	-3	-9
hIAP act	0.97	0.86	0.93	0.93	1	1	1	1.1
mIAP act	1	1	1.1	1	1	0.91	1.1	1.1
MPTP block	5.3	-1.7	0.2	1.4	-1.1	5.1	0.3	-1.2
ATG4B inh	3	15	4	5	-5	-1	-14	1
APOBEC3G inh	-1	-9	-5	3	-1	-6	-11	-12
mIAP block	-2	-1	-11	-4	0	9	-9	-7
beta cell repl	-2	4	-3	-2	-2	8.7*	-1	0
APOBEC3A inh	-6	-3	-3	-4	0	0	-4	-3

(49) NC(=O)c1nsc(C(=O)N(c2ccccc2)C(C(=O)NC2CCCC2)c2ccncc2)c1N (configuration not stated)
(50) Cn1c(CNc2ccc(F)cc2)nc2ccccc21
(51) COC(=O)C1CCN(CC(N)=O)CC1
(52) CCCOc1ccc(N2C(=O)CC(NCC#N)C2=O)cc1 (configuration not stated)
(53) COc1ccccc1/C=N/NC(=O)c1cc2c(ccc3ccccc32)o1
assay / entry	49	50	51	52	53
hIAP block	23	-6	-3	2	13
hIAP act	0.77	1.1	1	0.98	0.87
mIAP act	0.99	1.1	1.1	0.96	0.96
MPTP block	1.5	0.7	-2.4	-0.2	0.3
ATG4B inh	15	-4	-8	-11	1
APOBEC3G inh	-10	-8	-7	-4	-4
mIAP block	1	-12	-11	4	4
beta cell repl	5	-1	-4	-3	-1
APOBEC3A inh	-2	0	-3	-4	-2
